# IEC-6 tox = IEC-6 cytotoxicity, counter-screen for KLF5 inhibitors. AID 1825. hit rate 0.78% among 290,000. luminescence viability. inhibition, % at 5 µM; in the data active means inhibition above about 22%;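 further: 0% = plate median of test compound wells and 100% = cytotoxic reference compound wells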
# SKKanGAS inh = inhibitors of SKKanGAS S. pyogenes growth in kanamycin (SK-promoter or general growth effect). BacTiter-Glo, 6 h. AID 1662. inhibition, % at 7.5 µM. hit rate 1.3% among 300,000;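 active means mean replicate score, as percent of positive control median, at least 50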;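 further: strain carries kanamycin resistance gene driven by streptokinase promoter and grows in 40 µg/ml kanamycin; loss of luminescence reflects streptokinase promoter inhibition or plain growth inhibition; 0% = median of DMSO wells and 100% = positive control at its reference dose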
# TRPC4 PAM = allosterically enhances the mouse TRPC4 cation channel | Q9QUQ5 | B-score at 10 µM | HEK293 TRPC4beta/mu-opioid, DAMGO EC20, Fluo-4 Ca2+ flux; stronger effect = higher value | hit rate 0.42% among 310,000;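 active means B-score of calcium response area above 5 SD of library B-scores, with initial fluorescence ratio within 5 SD of library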;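 further: B-score of integrated fluorescence ratio over time as area under calcium response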
# KLF5 inhibitor = inhibitors of KLF5 expression. hit rate 0.23% among 290,000. inhibition, % at 5 µM. AID 1700. DLD-1 KLF5 promoter-luciferase reporter, luminescence;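 active means inhibition above a per-plate limit of that plate's mean compound inhibition plus 3 SD, cut at about 60% in these data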;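 further: 0% = DMSO wells and 100% = LY294002 at 200 µM; higher means less KLF5 promoter-driven luciferase light; inactives centre near -14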
# HIF act = HIF pathway transcriptional activation; hit rate 0.32% among 300,000; AID 1910; U2OS HRE-luciferase reporter, luminescence; normalized: DMSO 0%, desferrioxamine 100%; activation, % at 7.5 µM (by protocol);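 active means mean activation of at least 10% of the iron chelator positive control signal, with at least half of replicates also reaching 10%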
# TRPC4 block = TRPC4 (mouse) channel inhibition; Q9QUQ5; HEK293 TRPC4beta/mu-opioid, DAMGO-evoked Fluo4 calcium flux; stronger effect = lower value; B-score at 10 µM; hit rate 0.39% among 300,000; AID 2247;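 active means B-score over 3 SD under the library average, no early fluorescence shift, positive overall ratio signal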
#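 Material: HEK293 cells with stable TRPC4beta plus mu-opioid receptor expression / Probe or stimulus: DAMGO in two steps, submaximal then maximal / Compound: single concentration per test compound / Technique: kinetic Fluo4 fluorescence imaging of calcium influx / Read-out: per-well B score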
# TRPC4 act = TRPC4 (mouse) channel activation | hit rate 0.49% among 310,000 | HEK293 TRPC4beta/mu-opioid, Fluo4 calcium fluorescence; stronger effect = higher value | B-score at 10 µM | Q9QUQ5 | AID 2237;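 active means B-score above 5 SD of library B-scores, and initial fluorescence ratio not above library mean plus 5 SD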;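 further: positive B-score marks a calcium rise read as TRPC4 activation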
#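 System: HEK293 cells stably co-expressing mouse TRPC4beta and mu-opioid receptor; Schedule: Fluo4 dye loading 45 min at room temperature, 110 s recording; Detection: Fluo4 fluorescence, kinetic; Evaluation: B-scored integrated calcium fluorescence ratio; Controls: buffer (low) and maximal DAMGO (high).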
# TRPC6 inh = mouse TRPC6 channel inhibition; HEK293-TRPC6, membrane potential dye, ACh-evoked depolarization; stronger effect = lower value; hit rate 1.1% among 310,000; AID 2553; B-score at 10 µM;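 active means B-score under library mean minus 3 SD, initial fluorescence not abnormally high, positive integrated signal ratio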;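 further: B-score derived from integrated fluorescence ratio over the kinetic read; more negative B-score means stronger inhibition of depolarization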
# MrgX1 antagonist = blocks BAM8-22 activation of human MrgX1 receptor; MRGX1-HEK293 calcium flux, Fluo-4, BAM8-22 antagonism; stronger effect = lower value; AID 588676; Q96LB2; hit rate 1.3% among 310,000; B-score at 10 µM;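 active means calcium-response B-score plate-corrected more than 3 library SD below zero, starting fluorescence within 5 deviations, no agonist response on first addition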;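 further: peak minus trough fluorescence over baseline after final BAM8-22 challenge near maximal dose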
# Target sequence (Q96LB2 whole entry, looked up): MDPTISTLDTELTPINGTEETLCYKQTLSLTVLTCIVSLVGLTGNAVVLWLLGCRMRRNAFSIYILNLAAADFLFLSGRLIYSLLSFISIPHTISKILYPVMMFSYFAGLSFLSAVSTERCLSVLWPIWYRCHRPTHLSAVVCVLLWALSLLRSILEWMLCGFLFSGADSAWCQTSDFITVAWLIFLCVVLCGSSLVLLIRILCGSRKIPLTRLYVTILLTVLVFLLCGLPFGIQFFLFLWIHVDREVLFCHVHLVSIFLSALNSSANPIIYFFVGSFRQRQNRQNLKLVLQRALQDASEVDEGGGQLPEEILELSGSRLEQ
# aSyn 5UTR inh = 5' untranslated region of α-synuclein, MLPCN primary screen; alpha-synuclein 5'UTR reporter, inhibitor activity; inhibition, % (tested at 7.5 µM); hit rate 0.82% among 300,000; in the data active means inhibition above about 60%;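 further: H4 neuroglioblastoma cells stably carrying SNCA 5'UTR luciferase fusion; 0% = DMSO wells and 100% = positive control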
# TRPC6 act = mouse TRPC6 channel activation | HEK293-TRPC6 membrane potential dye fluorescence; stronger effect = higher value | B-score at 10 µM | hit rate 0.13% among 310,000;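 active means B-score of the integrated fluorescence ratio above library mean plus 3 SD, and starting fluorescence ratio within library mean plus 5 SD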;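 further: higher score means more depolarization so channel activation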
# The depositor's hits bear a star; i = inactive; . = not tested or not shown.
Compound	TRPC6 act	TRPC4 block	KLF5 inhibitor	TRPC4 PAM	aSyn 5UTR inh	MrgX1 antagonist	IEC-6 tox	SKKanGAS inh	TRPC4 act	TRPC6 inh	HIF act
NNC(=O)COc1ccc2oc3c(c2c1)CCCC3	i	i	-11	i	-10	i	5	1	i	i	-1.0
COc1ccccc1-c1cc(C(=O)N/N=C/c2sccc2C)c2ccccc2n1	i	i	-17	i	39	i	-4	10	i	i	-0.4
Cc1c(NC(=O)CSc2ccc(Cl)cc2)cccc1-c1nc2ncccc2o1	i	i	-14	i	28	i	0	-14	i	i	0.0
CCCCn1c(N)c(N(CC(C)C)C(=O)CC2CCCCC2)c(=O)[nH]c1=O	i	i	.	i	15	i	.	10	i	i	-0.2
CCCCC(=O)OCC(=O)c1[nH]c(C)c(C(=O)OCC)c1C	i	i	-10	i	-12	i	1	14	i	i	0.8
S=c1[nH]nc(-c2cccc(Cl)c2)n1CCN1CCCCC1	i	i	-2	i	-6	i	-1	-6	i	i	-0.2
Cc1cc2cc(C#N)c(N3CCN(S(C)(=O)=O)CC3)nc2cc1C	i	i	-45	i	5	i	9	-4	i	i	1.1
CS(=O)(=O)N1CCC(C(=O)N2CCN(c3ccccc3)CC2)CC1	i	i	-25	i	-1	i	-4	-8	i	i	-1.0
Cc1ccc(Cl)c(OCC(=O)N(C)CC(=O)Nc2ccc(N3CCOCC3)cc2)c1	i	i	.	i	0	i	.	11	i	i	0.0
CCCc1nc(SCC(=O)N2CCc3ccccc32)c2c(C)c(C)sc2n1	i	i	-24	i	6	i	0	2	i	i	0.2
CCOC(=O)c1c(C)[nH]c(=S)c(C#N)c1-c1ccccc1	i	i	-20	i	-16	-6.7*	1	17	i	i	-0.1
Cc1cc(C)nc(SCC(=O)c2ccc(F)c(C)c2)n1	i	i	-18	i	-5	i	2	-2	i	i	0.9
CCc1cc(/C(Cc2ccccn2)=N\Nc2ccccc2)c(O)cc1O	i	i	5	i	-61	i	2	-16	i	i	-0.2
CSc1nc(N(C)C)c2ccccc2n1	i	i	2	i	7	i	-5	-1	i	i	-0.2
Cc1c(Nc2nc(C(F)(F)F)nc3ccccc23)c(=O)n(-c2ccccc2)n1C	i	i	-17	i	1	i	0	-3	i	i	-0.3
COc1ccc(C)cc1-n1c(-c2ccncc2)n[nH]c1=S	i	i	12	i	2	i	4	-2	i	i	-0.5
COc1cccc(NC(=O)COC(=O)COc2ccccc2[N+](=O)[O-])c1	i	i	-6	i	-14	i	9	-2	i	i	0.2
CCc1cc2c(=O)[nH]cnc2s1	i	i	-10	i	-29	i	-4	0	i	i	-0.1
Cc1ccc(CNC(=O)C2CC=CCC2C(=O)O)cc1 (stereo unspecified)	i	i	-11	i	-2	i	6	2	i	i	-4.5
CC(C)(CSc1ccccn1)NS(=O)(=O)c1ccc(Cl)cc1	i	i	-29	10*	18	i	-13	-14	i	i	-0.2

# More structures:
Compound	TRPC6 act	TRPC4 block	KLF5 inhibitor	TRPC4 PAM	aSyn 5UTR inh	MrgX1 antagonist	IEC-6 tox	SKKanGAS inh	TRPC4 act	TRPC6 inh	HIF act
COc1ccc(CN(CC(=O)NCc2ccc3c(c2)OCO3)C(=O)c2csnn2)cc1	i	i	-3	i	23	i	6	1	i	i	-0.1
c1ccc(-n2nnnc2NC2CCCCC2)cc1	i	i	-32	i	-18	i	-6	5	i	i	0.1
Cc1cccc([C@@H]2[C@@H]3C(=O)N(Cc4ccccc4)C(=O)[C@@H]3[C@]3(Cc4ccc(Cl)cc4)C(=O)N(c4ccccc4)C(=O)N23)c1	i	i	-29	i	20	-6.6*	-4	-5	i	i	1.4
O=C(Nc1ccc(S(=O)(=O)Nc2ccccc2)cc1)C1COc2ccccc2O1 (stereo unspecified)	i	i	4	i	21	i	6	1	i	i	-0.3
CCCCNC(=O)NNC(=O)COc1cc(C)cc(C)c1	i	i	-4	i	-3	i	5	-5	i	i	0.0
CCOc1ccccc1N(C(=O)CNC(=O)c1ccco1)C(C(=O)NC1CCCC1)c1cccnc1 (stereo unspecified)	i	i	0	i	12	i	3	0	i	i	0.7
Cc1cc2ncn(C(=O)N3CCCCC3)c2cc1C	i	i	-39	i	-9	i	2	-2	i	i	0.2
O=C(CC1(O)C(=O)N(Cc2ccccc2)c2ccccc21)c1ccc2c(c1)OCO2 (stereo unspecified)	i	i	-26	i	13	i	-2	12	i	i	-0.9
Fc1ccc(-n2c(CN3CCCCC3)n[nH]c2=S)cc1	i	i	11	i	0	i	4	0	i	i	0.5
Cc1nc(N)c(Br)c(C)c1Br	i	i	-4	i	-3	i	5	-12	i	i	-0.1
COc1cccc(/C=C2\SC(=S)N(CCCC(=O)NC3=NCCS3)C2=O)c1	i	i	16	i	55	i	3	0	i	i	-1.6
CCOC(=O)CN(C)Cc1c[nH]c2ccccc12	i	i	-24	i	-33	i	2	-7	i	i	0.0
N#C/C(=C\c1ccc(-c2cccc([N+](=O)[O-])c2)o1)C(=O)NCCN1CCOCC1	i	i	-18	i	15	i	1	1	i	i	0.2
O=c1oc(-c2cccc(Cl)c2)nc2c1cnn2-c1ccccc1	i	i	-37	i	-28	i	-3	-2	i	i	0.2
Fc1ccccc1N1CCN(C2CCCN(Cc3cccc(C(F)(F)F)c3)C2)CC1 (stereo unspecified)	i	i	-35	i	-16	i	-1	3	i	i	1.9
COc1ccccc1NC(=O)Cn1nnc2sc3c(c2c1=O)CC(C)(C)OC3	i	i	-13	i	-1	i	-4	7	i	i	-0.3
O=C(NCc1ccccc1)c1nc[nH]c1C(=O)NCc1ccccc1	i	i	0	i	33	i	-5	-13	i	i	0.1
CCC1Sc2ccc(S(=O)(=O)Nc3ccc(OC)cc3)cc2NC1=O (stereo unspecified)	i	i	-21	i	11	i	0	-6	i	i	-0.2
Cc1ccccc1N(CC(=O)NCC1CCCO1)C(=O)CNS(=O)(=O)c1ccc(F)cc1 (stereo unspecified)	i	i	-7	i	-8	i	-3	1	i	i	-0.4
CCOC(=O)[C@@H]1[C@H]2COc3cc(OC)ccc3[C@@H]2N2C(=O)N(c3ccc(Cl)cc3)C(=O)[C@]12C	i	i	.	i	18	i	.	16	i	i	0.4

# The listing continues:
Compound	TRPC6 act	TRPC4 block	KLF5 inhibitor	TRPC4 PAM	aSyn 5UTR inh	MrgX1 antagonist	IEC-6 tox	SKKanGAS inh	TRPC4 act	TRPC6 inh	HIF act
Cc1ccc(C(=O)Nc2cc(C(F)(F)F)ccc2N2CCCCC2)cc1[N+](=O)[O-]	i	i	3	i	10	i	5	-25	i	i	-0.6
OCc1nnc2c3ccccc3c(-c3ccccc3)nn12	i	i	-15	i	30	i	7	4	i	i	0.0
Cc1cc(C(=O)NC(CC(C)C)C(=O)O)cc(C)c1[N+](=O)[O-] (stereo unspecified)	i	i	-1	i	18	i	1	1	i	i	0.4
COc1cc([N+](=O)[O-])ccc1NC(=O)C[n+]1ccccc1	i	i	-27	i	-17	i	2	0	i	i	-0.6
O=C(NN1C(=O)C2C(c3ccccc3)C=CC(c3ccccc3)C2C1=O)c1cccc(Br)c1 (stereo unspecified)	i	i	14	i	-16	i	1	47	i	i	0.1
CCCCOc1ccc(S(=O)(=O)NCc2csc(C)n2)cc1	i	i	-8	i	-2	i	-2	-6	i	i	-0.1
CC(=O)Nc1ccc(N2CCCC(C)C2)c([N+](=O)[O-])c1 (stereo unspecified)	i	i	-2	i	23	i	4	-5	i	i	0.3
O=C(CCCn1c(=S)[nH]c2ccccc2c1=O)NC1CCCC1	i	i	-14	i	13	i	-3	-2	i	i	-0.3
COc1cc(-n2c(-c3ccccc3)n[nH]c2=S)c(OC)cc1Cl	i	i	12	i	1	i	6	-6	i	i	0.0
COc1cccc(-n2nnnc2SCC(=O)NCCc2ccc(OC)c(OC)c2)c1	i	i	-13	i	19	i	5	-3	i	i	0.1
S=C(Nc1ccccc1)N1CCn2c(nc3ccccc32)C1	i	i	8	i	17	i	-1	7	i	i	-0.1
NC(=O)c1nc(C2CCCCC2)nc2c1[nH]c(=O)n2-c1ccc(F)cc1	i	i	-63	i	25	i	5	3	i	i	0.0
C/C(=N\NC(=O)C1CCCC1)c1ccc(Cl)cc1Cl	i	i	-12	i	.	i	-6	.	i	i	.
CCN(C(=O)CSc1ncccc1C(=O)Oc1cccc([N+](=O)[O-])c1)c1cccc(C)c1	i	i	-8	i	6	i	-3	10	i	i	-0.8
CC(C)(C)NC(=O)CSc1nnc(C2CC2)n1Cc1ccccc1	i	i	-20	i	3	i	-3	-1	i	i	0.0
COCC1CCCN(Cc2cn[nH]c2-c2cc3ccccc3o2)C1 (stereo unspecified)	i	i	-1	i	-9	i	8	1	i	i	0.1
O=c1cc(O)c(-c2ccccc2Cl)c(Cl)[nH]1	i	i	7	i	-24	i	0	8	i	i	-1.0
O=C(OCC(=O)N1CCN(C(=O)c2ccco2)CC1)c1ccccc1O	i	i	-10	i	-14	i	-6	0	i	i	0.7
CCOC(=O)C(=O)N/N=C/c1cccc(Br)c1	i	i	-21	i	3	i	-5	7	i	i	-0.1
Cn1c(SC/C=C/c2ccccc2)nnc1-c1cccs1	i	i	-5	i	-9	i	6	-3	i	i	0.0

# Following part.
Compound	TRPC6 act	TRPC4 block	KLF5 inhibitor	TRPC4 PAM	aSyn 5UTR inh	MrgX1 antagonist	IEC-6 tox	SKKanGAS inh	TRPC4 act	TRPC6 inh	HIF act
Cc1cc(C)nc(SCC(CSc2nc(C)cc(C)n2)C(=O)O)n1	i	i	-25	i	-4	i	7	5	i	i	-0.1
CC(C)C(NC(=O)C1CCC(C(C)(C)C)CC1)C(=O)NCc1cccnc1 (stereo unspecified)	i	i	3	i	-12	i	-1	0	i	i	0.2
CCOCCCNC(=O)C(NC(=O)Cc1c[nH]c2ccccc12)c1ccc(OC)cc1 (stereo unspecified)	i	i	-20	i	-29	i	0	-1	i	i	0.0
CCOc1ccc2nc(Nc3nc(CSc4nnnn4-c4ccccc4)cc(=O)[nH]3)nc(C)c2c1	i	i	-17	i	5	i	-8	22	i	i	-0.2
Cc1[nH]c2ccccc2c1SCCN	i	i	-15	i	8	-7.5*	1	10	i	i	0.3
CC(C)(C)c1ccc(C(=O)c2c[nH]c(C(=O)O)c2)cc1	i	i	-106	i	-102	i	2	-3	i	i	0.8
CC(=O)c1cccc(NC(=O)N2CCCC2C(=O)NCc2ccccc2)c1 (stereo unspecified)	i	i	6	i	14	i	0	0	i	i	0.0

# An unsorted share of the library. Share with any hit: about 5.8%.
